TCR CD3 inh: inhibitors of human TCR-CD3 interaction | inhibition, % at 9.4 µM | TAMRA-labeled TCR probe fluorescence, biochemical | 360,000 tested, 0.37% active; in the data active = inhibition above about 19%;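 note: recombinant mutant TCR 2C K166C tagged with TAMRA read by polarization; 0% = receptor in buffer alone and 100% = receptor with positive control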
MBD2 inh: blocks human MBD2 binding to methylated DNA. inhibition, % at 4.4 µM. 370,000 tested, 0.31% active. Q9UBB5. TR-FRET, MBD2 binding to methylated oligonucleotide. AID 686964; in the data active = inhibition above about 13%
Target sequence (Q9UBB5 whole entry, looked up): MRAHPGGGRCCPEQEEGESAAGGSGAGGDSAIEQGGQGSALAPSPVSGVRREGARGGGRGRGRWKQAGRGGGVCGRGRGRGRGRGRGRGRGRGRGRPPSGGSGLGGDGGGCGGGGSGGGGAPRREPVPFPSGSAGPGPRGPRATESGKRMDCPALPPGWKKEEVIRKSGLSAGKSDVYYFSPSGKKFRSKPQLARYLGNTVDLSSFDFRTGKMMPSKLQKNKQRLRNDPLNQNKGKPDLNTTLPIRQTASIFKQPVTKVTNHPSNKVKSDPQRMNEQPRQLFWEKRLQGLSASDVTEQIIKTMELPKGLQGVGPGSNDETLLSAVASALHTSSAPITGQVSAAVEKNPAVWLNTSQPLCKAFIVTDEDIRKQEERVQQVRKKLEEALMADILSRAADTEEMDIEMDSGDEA
LEDGF integ inh: blocks HIV-1 LEDGF/p75-dependent DNA integration | TR-FRET IN-LEDGF/p75 DNA integration, Eu/Cy5 | inhibition, % at 3.7 µM | 370,000 tested, 0.64% active | AID 743269;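 active = inhibition above the screen-wide mean plus 3 SD, cut at about 13% in these data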;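 note: signal is the Cy5 over europium emission ratio at 671 and 618 nm; 0% = plate median of compound wells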
TDP2 inh: blocks human TDP2 phosphodiesterase activity. recombinant TDP2, T5PNP hydrolysis, p-nitrophenol absorbance 415 nm. 370,000 tested, 0.34% active. inhibition, % at 12.8 µM. AID 720702. O95551;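 active = inhibition above the mean of all tested compounds plus 3 SD, set per campaign, cut at about 25% in these data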;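 note: 0% = DMSO with enzyme and 100% = buffer with substrate but no TDP2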
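Evaluation: % inhibition relative to enzyme-containing and enzyme-free wells. Material: recombinant human TDP2. Benchmarks: enzyme-free and DMSO wells. Timing: enzyme reaction with compound for 2 h at 37 °C. Compound dosing: 12.8 µM only. Measured by: p-Nitrophenol epi absorbance. Reagent: T5PNP substrate at 5 mM, a TopII-DNA adduct mimic. Replication: single well per compound.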
GC-B act: GC-B (human) receptor activation | P20594 | HEK293-GC-B cells, CNP EC30, cGMP TR-FRET; 0% at EC30 CNP, 100% saturating CNP | activation, % at 10 µM | 370,000 tested, 0.11% active;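 active = activation at 10 µM reaching about 35% in either raw or pattern-adjusted values, limit read from the data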
PRMT1 inh: inhibitors of human PRMT1; recombinant PRMT1, activity-based probe fluorescence polarization; Q99873; AID 652257; 370,000 tested, 1.3% active; inhibition, % at 2.79 µM;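 active = inhibition above about 21% made by adding two undisclosed values, limit read from the data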
ABHD4 inh: ABHD4 (mouse) inhibition, primary FP screen; Q8VD66; purified mABHD4, FP-Rh probe fluorescence polarization; inhibition, % at 8.92 µM; 370,000 tested, 0.54% active;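 active = inhibition exceeding the mean over every tested compound plus 3 SD, cut at about 30% in these data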;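 note: 0% = plate median of compound wells and 100% = S159A mutant with DMSO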
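assay system = mABHD4 protein | compound dosing = single nominal dose of 8.92 µM, 0.89% DMSO final | read-out basis = percent inhibition of probe binding, normalized to plate controls | schedule = Enzyme–compound pre-incubation 45 min, then probe 60 min, both 25 °C | detection = fluorescence polarization, excitation 525 nm, emission 598 nm, BODIPY TMR filters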
rCAG binder: r(CAG) repeat RNA binding. TO-PRO-1 dye displacement fluorescence. inhibition, % at 3 µM. 370,000 tested, 1.3% active. AID 651821;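 active = inhibition above the plate cutoff, the mean of all test compounds on that plate plus 3 SD, cut at about 35% in these data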;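 note: 0% = DMSO alone and 100% = 100 µM mitoxantrone as full dye displacement; higher means more dye released from RNA so lower well fluorescence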
HTRA1 inhibitor: HTRA1 (human) protease inhibition. recombinant HTRA1, FP-rhodamine activity-based probe, fluorescence polarization. inhibition, % at 5.96 µM. 340,000 tested, 0.5% active. AID 504803; in the data active = inhibition above about 36%;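 note: 0% = enzyme with DMSO and 100% = wells lacking enzyme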
Target sequence (Q92743 whole entry, looked up): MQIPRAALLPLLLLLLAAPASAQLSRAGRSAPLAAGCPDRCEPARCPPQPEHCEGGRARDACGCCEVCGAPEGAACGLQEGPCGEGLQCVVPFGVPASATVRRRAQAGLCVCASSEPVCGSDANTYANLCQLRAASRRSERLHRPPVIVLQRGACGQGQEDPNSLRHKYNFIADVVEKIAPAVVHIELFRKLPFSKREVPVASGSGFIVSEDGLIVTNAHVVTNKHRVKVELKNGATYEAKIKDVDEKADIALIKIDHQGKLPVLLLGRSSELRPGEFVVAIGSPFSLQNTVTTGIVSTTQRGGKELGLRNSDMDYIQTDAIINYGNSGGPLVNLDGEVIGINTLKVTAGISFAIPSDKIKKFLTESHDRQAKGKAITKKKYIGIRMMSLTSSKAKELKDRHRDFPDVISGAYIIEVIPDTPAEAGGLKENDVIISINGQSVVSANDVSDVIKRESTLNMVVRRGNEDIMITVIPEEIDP
SIAE inh: blocks human sialic acid acetylesterase. Q9HAT2. SIAE FP-Rh probe binding, fluorescence polarization. inhibition, % at 9.66 µM. 370,000 tested, 0.69% active;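 active = inhibition above a cutoff: mean of compounds within the control limits plus 3 SD of those, cut at about 17% in these data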;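 note: 0% = plate median of compound wells and 100% = probe without SIAE protein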
Starred values were filed as active, the others as inactive; x = not tested or not shown. Only part of the results is shown. The share of hits here may be higher or lower than overall.

Screens in order – TCR CD3 inh | MBD2 inh | LEDGF integ inh | TDP2 inh | GC-B act | PRMT1 inh | ABHD4 inh | rCAG binder | HTRA1 inhibitor | SIAE inh
COc1ccc(OCCC(=O)OCC(=O)NC2CCCCC2)cc1
→ -1 | -2 | -2 | -1 | -2 | 5 | 6 | 3 | 3 | -1
Cc1ccc(-c2noc(CCC(=O)N3CCCC3)n2)cc1
→ -1 | -1 | 7 | -5 | -2 | 2 | 1 | -7 | 3 | 4
O=C(c1ccc(Cl)c(Cl)c1)N1CCN(c2ccccn2)CC1
→ 0 | 1 | 2 | -3 | 0 | 1 | -3 | -6 | -6 | 1
Cc1cc(N2CCN(c3cccc(C(F)(F)F)c3)CC2)n2ncnc2n1
→ -3 | 10 | -8 | -8 | -2 | 2 | -8 | 5 | -1 | 1
COc1ccc(S(=O)(=O)N2CCCC(C(=O)NC3CC3)C2)cc1Cl (centres undefined)
→ -2 | 0 | 2 | 6 | 3 | -3 | 0 | -2 | 14 | 0
C=CCc1cccc2cc(C(=O)N3CCN(C(=O)c4ccccc4)CC3)c(=O)oc12
→ 3 | 6 | 5 | -3 | 0 | 5 | -5 | 1 | 7 | -3
Cc1ccc(NC(=O)c2c(-c3c(F)cccc3Cl)noc2C)cc1F
→ -7 | 1 | -7 | -7 | -5 | 2 | -13 | -2 | -29 | -8
O=C(NC1CCCCN(Cc2ccc(Cl)cc2)C1=O)c1ccc2ccccc2c1 (centres undefined)
→ x | -2 | 2 | -2 | -2 | -7 | -11 | 2 | x | -9
O=C(CSc1n[nH]c(-c2ccccc2)n1)NC1CCCCC1
→ 0 | 1 | 0 | 7 | 6 | 1 | 1 | -2 | 5 | 6
CC(=O)NC1(C(=O)O)CCCC1
→ 7 | 0 | 4 | -2 | 4 | 0 | 3 | 1 | -7 | -10

3 compounds from above, limited to LEDGF integ inh.
compound	LEDGF integ inh
Cc1cc(N2CCN(c3cccc(C(F)(F)F)c3)CC2)n2ncnc2n1	-8
COc1ccc(S(=O)(=O)N2CCCC(C(=O)NC3CC3)C2)cc1Cl (centres undefined)	2
C=CCc1cccc2cc(C(=O)N3CCN(C(=O)c4ccccc4)CC3)c(=O)oc12	5

(continued)
Screens in order – TCR CD3 inh | MBD2 inh | LEDGF integ inh | TDP2 inh | GC-B act | PRMT1 inh | ABHD4 inh | rCAG binder | HTRA1 inhibitor | SIAE inh
Cc1ccc(NC(=O)N2CCCC2C(=O)Nc2nnc(C(C)C)s2)cc1 (centres undefined)
→ 10 | -4 | 2 | 10 | -3 | -4 | 0 | 3 | 1 | -4
O=C(Cc1cccs1)NCCc1ccc(Cl)cc1
→ 1 | -7 | 3 | -12 | -2 | -6 | -3 | 0 | -2 | -4
O=C(NCCCn1ccnc1)c1ccc(Cl)c(Cl)c1
→ 1 | -5 | 7 | -5 | -3 | -2 | 2 | -1 | 4 | 9
FC(F)(F)c1ccc(CN2CCCCCC2)cc1
→ -4 | 0 | 1 | 15 | 1 | 0 | 15 | -1 | -4 | -5
CCc1nnc(NC(=O)CSc2nnc3c4ccccc4n(C)c3n2)s1
→ 8 | 0 | -2 | -4 | -4 | -1 | -4 | 2 | 2 | -4
Cc1ccc(S(=O)(=O)/N=S(\C)CC2CC2(Cl)Cl)cc1 (centres undefined)
→ 6 | -4 | -3 | 2 | -2 | -1 | 0 | 1 | -4 | -1
CCOc1cc(CNCC(C)C)c(Cl)cc1OCC(=O)Nc1ccccc1
→ -3 | -6 | 0 | 4 | -2 | 2 | 5 | -4 | -14 | -4
Cc1ccc(NC(=O)CS(=O)CC(=O)Nc2ccccc2-c2ccc(C)o2)cc1 (centres undefined)
→ 86* | -6 | -1 | 2 | -6 | 51* | 45* | -4 | 57* | 33*
COc1ccc2[nH]c(=O)c(CN(Cc3cccnc3)S(=O)(=O)c3ccccc3F)cc2c1
→ -1 | -4 | 3 | 16 | -1 | 0 | 2 | 0 | 0 | 9
O=C(c1ccccc1)N1CCN(Cc2cccc(Oc3ccccc3)c2)CC1
→ -8 | 2 | 3 | 9 | 1 | 0 | -1 | -4 | -1 | 8
CC(=O)Nc1ccc(C(=O)N(C)C(C(=O)Nc2ccccc2)c2ccccn2)cc1 (centres undefined)
→ 0 | 0 | -1 | 1 | -3 | -2 | 8 | -3 | 1 | 1
Cc1nn(Cc2ccccc2)c2c1C(c1cccc(Cl)c1)C(C#N)=C(N)O2 (centres undefined)
→ 0 | -1 | -4 | 9 | 2 | -3 | 54* | 11 | 14 | 13
CC(=O)Nc1ccc(C=NN=C2c3ccccc3-c3ccccc32)cc1
→ 4 | 2 | -1 | 0 | -15 | 2 | -8 | 9 | -24 | -8
CC(C)NS(=O)(=O)c1ccc(OCC(=O)NCc2ccccc2)cc1
→ -1 | 1 | 5 | 12 | 3 | -2 | 4 | -5 | 5 | 4
CCOC(=O)N/N=C(/C)c1cccc(-n2cnnn2)c1
→ 6 | 1 | -1 | 1 | -5 | -2 | 2 | -1 | 4 | 0
COc1ccccc1CNc1nc(NCc2ccc(C(C)C)cc2)c2sccc2n1
→ 3 | -5 | 1 | 1 | 1 | -2 | 36* | 4 | x | 10
Cc1ccc(C)c(N(C(=O)CNC(=O)c2ccco2)C(C(=O)NC2CCCCC2)c2ccncc2)c1 (centres undefined)
→ -2 | 6 | -8 | -7 | -2 | 5 | -14 | -1 | 5 | -5
O=C(C=C(O)c1ccc(Cl)cc1)C(=O)NNC(=O)C(O)(c1ccccc1)c1ccccc1
→ 7 | -4 | -1 | -4 | 0 | 1 | -8 | 71* | 41* | -12
CC(=O)c1ccc(N2CCN(C(=O)c3nn(Cc4ccccc4)c(=O)c4ccccc34)CC2)cc1
→ 5 | 1 | -1 | 6 | 3 | 1 | 0 | -2 | -21 | -4
Cc1c(Cl)cnc(NC(=O)CSc2nnnn2C)c1Cl
→ -2 | 0 | -5 | -11 | 0 | 3 | 3 | 0 | 5 | -1
CC1CCCC(C)N1C(=O)CSc1nnc(COc2ccccc2)n1-c1ccccc1 (centres undefined)
→ 4 | -4 | -1 | -13 | 0 | -4 | 4 | -8 | -11 | -5
Cc1cccc(NCCC(=O)c2ccc(Br)cc2)c1
→ 3 | 2 | -3 | -4 | -9 | 10 | 0 | 0 | -6 | 2
O=C(COC(=O)c1ccc2[nH]c3c(c2c1)CCCC3)Nc1ccccc1
→ -4 | 2 | -10 | -7 | 4 | 3 | -2 | 13 | -9 | -3
Cc1noc(C)c1S(=O)(=O)Nc1ccccc1OC(F)(F)F
→ 0 | 1 | 5 | 6 | 0 | -7 | -5 | 1 | 2 | -1
COC(=O)C1=CN(C)C=C(C(=O)OC)C1c1ccc(O)c(OC)c1
→ -7 | 0 | 4 | -5 | -6 | 0 | -3 | -1 | -2 | -5
CCCCCCCCN1C(=O)[C@@H](CC(=O)NCc2ccc(OC)c(OC)c2)C[C@@]2(C(=O)OC)C1=C[C@H](COCc1ccccc1)O[C@@H]2C
→ x | -4 | 1 | -9 | 5 | -1 | 0 | 2 | x | 1
Cn1c(SCc2nc3ccccc3[nH]2)nnc1-c1ccccn1
→ 7 | -3 | 0 | -1 | -7 | -1 | 3 | 1 | -3 | 4
COc1ccc(N/C=C2/CCCCC2=O)cc1
→ 0 | -5 | 2 | 4 | 6 | 4 | 4 | 5 | 18 | 7
COc1ccc(-n2nc3c(c2NC(=O)c2c(F)cccc2Cl)CS(=O)C3)cc1 (centres undefined)
→ 2 | 1 | -4 | 2 | -10 | -3 | -5 | 2 | 0 | -2
CC(C)c1ccccc1NC(=O)COC(=O)/C=C/c1cccc([N+](=O)[O-])c1
→ -6 | 3 | -5 | -4 | -1 | -1 | 3 | -4 | 7 | -10
COc1cc(OC)c(OC)cc1CN1CCN(S(=O)(=O)c2ccc(NC(C)=O)cc2)CC1
→ 7 | 1 | 1 | 20 | 3 | 1 | 10 | 0 | 8 | 5
COc1ccc(-c2cc(C(=O)N3CCN(c4ccccc4)CC3)no2)cc1
→ -4 | 1 | 1 | 2 | 10 | 1 | 2 | -1 | -10 | -2
Cc1ccccc1N1C(=O)C(Oc2ccc(Cl)cc2)C1CNC(C)(C)C (centres undefined)
→ 0 | 2 | 3 | -1 | -9 | 0 | 1 | -9 | -5 | 9
Cc1ccc(OCC(=O)Nn2cnc3ccccc32)cc1
→ 5 | 3 | 1 | -2 | 8 | 1 | -1 | -1 | 7 | 3
CSc1ccc(CN(C)C(=O)COc2ccc(C(=O)c3ccccc3)cc2)cc1
→ 6 | 2 | -2 | -5 | -4 | -2 | -16 | 1 | -35 | 4
CC(=O)Nc1ccc2c3c(cccc13)CC2
→ 1 | -2 | -2 | 0 | 6 | -1 | 3 | -2 | 6 | 0
CCn1c(C(C)NS(=O)(=O)c2ccc(Cl)cc2)n[nH]c1=S (centres undefined)
→ 0 | 0 | -2 | 3 | -1 | -4 | -5 | -4 | 6 | 2
CCOc1ccc(NC(=O)CN(C)C(=O)C2CC(=O)N(CCc3ccccc3)C2)cc1OCC (centres undefined)
→ 4 | 1 | 5 | -9 | 3 | -2 | 1 | -3 | -5 | -2
CN(C)S(=O)(=O)Nc1ccc(NS(=O)(=O)N(C)C)c(S(=O)(=O)c2ccccc2)c1
→ -2 | 2 | -2 | -4 | 6 | 2 | -5 | 7 | 0 | -4
O=c1[nH]cnc2cc(Cl)ccc12
→ -2 | 3 | 1 | 2 | 6 | 4 | -7 | 1 | 2 | -1
C=C1CC2(OC1=O)c1ccccc1CCc1ccccc12
→ -4 | -3 | -2 | -12 | -12 | 12 | -3 | 3 | -19 | -2
CC(Sc1ccccc1)C(=O)Nc1ccc(N2CCOCC2)cc1 (centres undefined)
→ -2 | 5 | -3 | -8 | 3 | 3 | 4 | -1 | 9 | -1
Cc1cc(NC(=O)CSc2nnc(-c3ccncc3)n2C)n(-c2ccccc2)n1
→ -1 | 7 | 0 | 9 | -6 | -1 | 4 | -3 | 2 | -7
O=c1c(Cc2ccccc2O)c(O)nc2n1CCCS2
→ -8 | 0 | -5 | -2 | 6 | 7 | 1 | 6 | 3 | 8
CCC1CCCCN1CCCNC(=O)C1CCN(c2nnc(-n3cccc3)s2)CC1 (centres undefined)
→ 2 | 1 | 2 | -3 | 1 | 1 | 5 | -1 | 1 | -9
Cn1nc(C(=O)NC2CCCCCC2)ccc1=O
→ 2 | -7 | 2 | 7 | 2 | -1 | -6 | -3 | 8 | 6
CCOC(=O)C1=C(N)N2C(=O)C(C)SC2=C(C(=O)OCC)C1c1ccc(O)cc1 (centres undefined)
→ 4 | 2 | 1 | 9 | 0 | -2 | 0 | -2 | -2 | 11
O=C(NN=C1CCCCCCCCCCC1)c1ccccc1F
→ 1 | 0 | -6 | -10 | 3 | 0 | -2 | -3 | 3 | -11
